# SUMO Mot1 rescue: blocks SUMOylation pathway, rescuing yeast Mot1-301 growth; S. cerevisiae Mot1-301 growth rescue, ATP luminescence, 38.5C; percent above DMSO median, 100 means doubled; growth rescue, % at 18.8 µM; 1% of 320,000 active; AID 2716;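 active = every valid replicate shows activation above 250% relative to neutral control wells; inactive = the rest, any valid replicate at or below 250%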;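 also: OY570 slx delta 5 strain wells were the positive control but not used for scaling; some compounds called inactive have numbers as strong as hits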
# HTR5A inv ag: HTR5A inverse agonism, opioid heterodimer counter-screen. P47898. HTR5A cell line, luminescence. inhibition, % at 9.3 µM. 0.083% of 340,000 active; in the data active = inhibition mostly above about 23%, no sharp cut-off; inactive = mostly below about 18%;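 also: 0% = cells with DMSO and 100% = no-cell wells with DMSO; some compounds called inactive have numbers as strong as hits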
# Target sequence (P47898 whole entry, looked up): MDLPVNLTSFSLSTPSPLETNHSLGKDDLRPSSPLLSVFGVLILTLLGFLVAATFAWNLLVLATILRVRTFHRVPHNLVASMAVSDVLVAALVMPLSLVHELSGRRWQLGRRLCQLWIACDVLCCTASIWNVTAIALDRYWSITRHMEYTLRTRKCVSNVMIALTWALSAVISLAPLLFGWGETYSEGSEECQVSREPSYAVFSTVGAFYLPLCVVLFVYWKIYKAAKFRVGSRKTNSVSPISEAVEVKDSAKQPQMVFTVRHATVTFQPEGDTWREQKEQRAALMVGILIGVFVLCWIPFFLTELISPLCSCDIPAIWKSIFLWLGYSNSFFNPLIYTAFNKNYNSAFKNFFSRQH
# AddAB inh: less growth of phage-infected E. coli with AddAB. E. coli expressing H. pylori AddAB, absorbance growth. 0.29% of 330,000 active. inhibition, % at 11.9 µM. AID 435030; in the data active = inhibition above about 12%;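 also: 0% = vehicle wells of infected cells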
# phage Ecoli inh: E. coli growth loss with phage present | growth absorbance | 0.26% of 360,000 active | inhibition, % at 11.9 µM | AID 651602; in the data active = inhibition above about 11%
# PKA-R2B act: PKA-R2B complex activation | P22694+P31323 | PKA-R2B holoenzyme dissociation, Cy5-IP20 fluorescence polarization; R2B truncated from residue 108, S112A mutant; 0% DMSO only, 100% 113 µM cGMP | activation, % at 11.4 µM | 0.079% of 340,000 active | AID 504700;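 active = activation above a cutoff set at the mean over all compounds plus 3 SD, cut at about 18% in these data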;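 also: higher means more holoenzyme dissociation and a rise in polarization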
# Target sequence (P31323 whole entry, looked up, other chains not shown, the tested form may be a part): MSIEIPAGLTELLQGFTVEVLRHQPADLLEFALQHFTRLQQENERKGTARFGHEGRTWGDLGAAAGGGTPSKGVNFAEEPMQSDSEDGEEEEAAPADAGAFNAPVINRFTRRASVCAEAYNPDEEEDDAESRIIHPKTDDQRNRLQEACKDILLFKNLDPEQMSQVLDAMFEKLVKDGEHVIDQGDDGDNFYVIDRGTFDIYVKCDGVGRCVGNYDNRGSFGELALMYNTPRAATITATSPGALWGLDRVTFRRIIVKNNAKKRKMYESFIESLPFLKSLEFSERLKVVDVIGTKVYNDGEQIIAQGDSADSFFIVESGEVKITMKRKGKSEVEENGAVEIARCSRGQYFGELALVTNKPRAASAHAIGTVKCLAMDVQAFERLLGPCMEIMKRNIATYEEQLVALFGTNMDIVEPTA
# PfHsp90 yeast 2: reduces growth (ATP signal) of yeast expressing P. falciparum Hsp90 | S. cerevisiae expressing PfHsp90, BacTiter-Glo ATP, 48 h; yeast lacking PDR1 and PDR3 efflux regulators | inhibition, % at 9.4 µM | 0.32% of 310,000 active;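 active = every replicate shows inhibition above about 80%, whatever the replicate mean, limit read from the data; inconclusive = mean inhibition reaches the set limit but some replicate falls short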;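 also: 0% = DMSO neutral controls and 100% = 20 µM radicicol positive controls; yeast relying on Plasmodium falciparum Hsp90 in place of its own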
# Tat transport: inhibitors of E. coli Tat protein transport | 0.036% of 340,000 active | E. coli MC4100 TorA-mCherry Tat export, fluorescence | inhibition, % at 10 µM;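 active = mean replicate inhibition at least 50% and at least half of replicates individually reaching 50%; inconclusive = only one of the two criteria met; inactive = neither criterion met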;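 also: exported cargo escapes ClpAP degradation while cytoplasmic cargo is degraded and loses fluorescence; 0% = median of neutral control wells and 100% = median of NaSCN control wells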
# OPRM1-OPRD1 ag: OPRM1-OPRD1 heterodimerization agonism; 0.3% of 340,000 active; cells, luminescence; activation, % at 9.3 µM; P35372+P41143; AID 504326; in the data active = activation above about 18%;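 also: 0% = vehicle-treated cells and 100% = reference agonist; values of inactives mirror those of a sister screen read the other way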
# MOR-DOR inv ag: inverse agonists of human mu-delta opioid receptor heterodimerization. cell-based MOR-DOR heterodimer luminescence, inverse agonism. inhibition, % at 9.3 µM. 0.21% of 340,000 active. AID 504357; in the data active = inhibition above about 22%, passing the limit was not always enough;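 also: 0% = cells with DMSO and 100% = wells without cells with DMSO; values of inactives mirror those of a sister screen read the other way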
# Ecoli viability: counter-screen for AddAB inhibitors: E. coli growth inhibition; 0.27% of 330,000 active; E. coli V3065 growth, OD600 absorbance, 18 h; inhibition, % at 11.9 µM;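 active = inhibition above the campaign's mean inhibition across all tested compounds plus 3 SD, cut at about 9.9% in these data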;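 also: uninfected addAB+ strain grown without phage in ampicillin broth; 0% = DMSO wells and 100% = ciprofloxacin 0.95 µg/ml wells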
# PKA-R1A act: activates the PKA-R1A holoenzyme complex; P00514+P68181; PKA-R1A dissociation, Cy5-IP20 fluorescence polarization; scaled: DMSO 0%, 113 µM cGMP 100%; activation, % at 11.4 µM; 0.083% of 340,000 active; AID 504707;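 active = percent activation above the mean of all tested compounds plus 3 SD, cut at about 19% in these data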;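 also: higher means more PKAc released from R1A so a rise in polarization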
# * marks the source's active call; other numbers are inactive results; ? = inconclusive; · = no result given; & = joins results of further samples.
structure,MOR-DOR inv ag,SUMO Mot1 rescue,Tat transport,Ecoli viability,PKA-R2B act,phage Ecoli inh,OPRM1-OPRD1 ag,HTR5A inv ag,AddAB inh,PfHsp90 yeast 2,PKA-R1A act
COc1ccc(NC2CCCN(C(=O)CN3CCOC3=O)C2)cc1OC (centres undefined),14,16,-8,-0.2,-8,2.3,-2.8,-21,2.7,-1,-15
CCOC(=O)C(Sc1nnc(-c2ccncc2)o1)C(C)=O (centres undefined),20,-2,-1,1.9,-2,1.6,-4.4,-17,1.8,·,-4
CC(=O)Nc1ccc(S(=O)(=O)NCCCN2CCN(Cc3ccccc3)CC2)cc1Cl,-4,0,-4,-1.0,-6,2.4,0.9,-2,1.9,13,0
Cc1cccc(CNc2ncnc3ccc(-c4ccoc4)cc23)c1,7,-12,-2,0.0,3,2.7,-1.2,-21,0.9,·,0
COc1ccccc1C(=O)C1CCCN(Cc2ccc(Oc3ncccn3)cc2)C1 (centres undefined),-9,9,-10,1.3,-4,0.3,1.8,11,2.5,·,-1
COc1cccc(-n2nnc3c(=O)n(CC(=O)NCC4CCCO4)cnc32)c1 (centres undefined),14,-19,1,-2.2,6,1.6,-2.6,-5,-1.7,-2,7
CCCCC(=O)N1CCCC(c2nc(-c3cccc(OC)c3)no2)C1 (centres undefined),-16,-10,2,-1.5,2,1.5,2.9,9,2.6,10,5
Cc1cccc(N(C)C(=O)CN(C)S(=O)(=O)c2ccc3c(c2)c(=O)n(C)c(=O)n3C)c1,12,-14,23,1.6,-8,0.6,-2.3,-4,4.4,-2,-1
O=C(N[C@@H](Cc1ccccc1)C(=O)NC1CC1)c1ccc(Cl)cc1,-20,-10,?,-2.1,-12,1.1,2.7,-14,-1.1,4,-7
CN1CCN(S(=O)(=O)c2ccc(-c3ccccc3)cc2)CC1,-15,-4,3,0.2,-11,0.9,2.9,-11,-0.8,1,-5
CCCN(CC(=O)Nc1ccccc1C)C(=O)c1cccc(S(=O)(=O)N2CCc3ccccc3C2)c1,5,-8,13,-0.8,-6,1.3,-0.9,-13,2.9,9,5
C[C@]12c3[nH]c4ccc(Cl)cc4c3CCN1C(=O)[C@@H](CC(=O)NCCCn1ccnc1)C[C@@H]2C(=O)N1CCCCC1,22,·,-2,-1.6,-7,1.2,-4.5,-1,-1.2,-2,-9
COc1ccc(C(=O)NCC(=O)OCCCOC(=O)CNC(=O)c2ccc(OC)c(OC)c2)cc1OC,-5,-16,-11,0.3,2,1.1,1.1,0,0.2,8,-6
COc1ccccc1N(C(=O)c1ccco1)C(C(=O)NC1CCCC1)c1ccc(N2CCOCC2)cc1 (centres undefined),-11,-11,-4,-3.5,16,1.5,1.7,-18,0.4,6,-1
COc1ccc(-c2nnc(C3CCN(S(=O)(=O)c4ccccc4)CC3)o2)cc1,11,11,-6,-0.3,-6,·,-1.8,-38,-1.1,-15,-4
Fc1ccc(N2CCN(Cc3cnc(Cl)s3)CC2)cc1,-3,6,-7,-0.6,7,1.7,0.6,18,-2.1,-1,-1
CCn1nnc(NC(=O)c2ccc([N+](=O)[O-])o2)n1,-17,58,-11,11*,-7,7.4,3.2,1,19*,-12,-1
O=C(OC1CCCCC1=O)c1ccc(F)c(S(=O)(=O)N2CCOCC2)c1 (centres undefined),2,-7,-8,-0.2,0,·,-0.3,-7,1.6,20,-2
CCCSc1nnc(Sc2nnnn2-c2ccccc2)s1,10,-19,0,0.3,-6,3.1,-2.1,-14,1.4,-34,-6
Cc1cccc(-c2nc(S(=O)(=O)c3ccc(F)cc3)c(NCCCN3CCOCC3)o2)c1,-5,1,2,-1.3,-8,1.5,0.8,-6,2.6,-5,-9
CCCCOc1ccc(C(=O)NN2C(=O)NC3(CCCCC3)C2=O)cc1OC,2,-6,3,1.1,4,3.0,-0.3,-18,1.9,29,7
CCOC(=O)/C(=N\Nc1ccc(C(C)=O)cc1)c1csc(Nc2ccccc2)n1,-11,27,-3,1.4,-1,0.8,2.1,4,-0.6,-9,5
COC(=O)N1CC(C)N(C(=O)OC)CC1C (centres undefined),13,-20,2,-0.4,-11,1.2,-2.3,-16,-1.5,7,2
O=C(COc1ccccc1[N+](=O)[O-])N/N=C/C=C/c1ccco1,-1,-20,0,-1.2,-1,1.7,0.1,2,-0.2,·,3
Cc1ccc(N(C)S(=O)(=O)c2cccc(C(=O)NNC(=O)c3ccncc3)c2)cc1,1,0,6,0.3,-5,4.7,-0.2,-16,1.8,12,3
Cc1ccc(NS(=O)(=O)c2cc(N)ccc2Cl)c(C)c1,22,10,-20,1.4,10,1.4,-4.2,-17,-1.3,-3,-10
Cc1nc(SCC(=O)NCC2CCCO2)c2oc3ccccc3c2n1 (centres undefined),8,1,12,0.0,0,2.8,-1.4,-3,0.8,-13,7
O=C(Nn1cnnc1)c1cc2cc(Br)ccc2oc1=O,5,-12,-5,-2.5,5,0.5,-1.0,-11,2.6,5,-5
O=C/C(=C\Nc1ccc(S(=O)(=O)CCO)cc1)c1nc2cc(Cl)ccc2o1,-20,3,11,0.9,2,4.5,4.0,-21,2.7,1,-8
Cc1ccc(NC(=O)N2CCCC2C(=O)Nc2ccc3c(c2)OCO3)cc1 (centres undefined),-4,9,-3,-2.2,-6,2.6,0.5,-20,0.6,15,3
COc1ccc(-n2cc(CN(C)CCO)c(-c3cccc(F)c3)n2)cc1,2,-12,-4,1.9,12,3.1,-0.2,8,-0.6,-21,-3
COc1ccccc1NS(=O)(=O)c1cccc(C(=O)N/N=C(/C)c2ccc(-n3ccnc3)cc2)c1,7,·,3,·,-2,2.1,-1.5,0,·,0,-12
NC(=S)Nc1ccc(Oc2ccc(NC(N)=S)cc2)cc1,14,15,-2,-2.0,7,2.6,-2.5,10,-0.6,3,3
N=C1C(=O)OCC1c1ccccc1NC(=O)c1ccccc1 (centres undefined),11,0,4,-0.8,-7,2.5,-1.7,1,2.6,5,-8
COc1cc(NC(=O)Nc2ccc(C)cc2)cc([N+](=O)[O-])c1,-49,-12,0,-1.2,9,2.1,7.2,-9,0.3,2,-8
O=C(NCCC1=CCCCC1)C1CCN(S(=O)(=O)c2cccs2)CC1,4,-5,-2,0.6,-1,·,-0.8,12,1.3,21,-2
Cc1cc(C)cc(NC(=O)CSc2nnc(CNC(=O)c3cccs3)o2)c1,4,-8,-5,0.8,-2,0.6,-0.8,-10,0.8,-4,3
C=CCn1c(SCC(=O)N(CC)CC)nc(O)cc1=O,5,-17,-4,-1.5,-3,1.8,-0.9,-15,-0.5,14,0
NC(=O)C[N+]1(CC#CC(O)(c2ccccc2)c2ccccc2)CCCC1,15,10,1,0.1,2,3.0,-2.9,1,0.4,10,-2
COc1ccc(N2CCN(C(CNC(=O)C(=O)NCc3cccnc3)c3ccco3)CC2)cc1 (centres undefined),16,-9,-9,-2.3,0,4.4,-2.9,-15,-1.9,-6,-15
O=C(CN1CCOCC1)N1CCN(c2nnc(-c3ccccc3)c3ccccc23)CC1,2,·,-2,0.8,-2,-0.5,-0.3,-3,-0.9,-37,1
COc1ccc(-c2nc(SC(C)C(=O)Nc3ccc(NC(C)=O)cc3)n[nH]2)cc1 (centres undefined),11,-6,-1,-0.2,-2,2.7,-1.7,3,-0.5,7,5
COc1ccccc1CNCC(c1ccccc1)c1ccccc1,1,231,12,2.5,2,1.4,-0.2,22,3.4,-10,-3
OCCNC(=S)NCc1ccccc1,·,-1,-2,-1.3,·,4.1,·,·,2.7,-16,·
CC1CC(C)CN(S(=O)(=O)c2ccc(C(=O)Nc3sccc3C(N)=O)cc2)C1 (centres undefined),-30,-16,2,-0.6,-7,1.1,5.1,-12,0.1,-28,2
O=C(/C=C/c1cccc(F)c1)Nc1nccs1,12,18,0,2.4,0,4.9,-2.5,-6,3.1,-26,-4
COc1ccc(CN(C2CCCC2)S(=O)(=O)c2ccc(-n3cnnn3)cc2)cc1,-36,-1,0,-2.4,-2,0.8,6.1,14,-1.4,-17,4
Cc1ccc(C)c2sc(NC(=O)CN3C(=O)CCC3=O)nc12,18,121,-2,-4.6,-20,0.6,-3.4,-3,1.1,29,-5
COc1ccc(OC)c(S(=O)(=O)NCc2cn3ccsc3n2)c1,6,21,0,-0.9,4,5.8,-1.0,-38,-1.1,17,2
O=C(Nc1nccs1)C1CCN(S(=O)(=O)c2c(Cl)cccc2Cl)CC1,2,-6,5,-0.1,3,1.0,-0.4,-22,0.5,4,-4

# The list continues:
structure,MOR-DOR inv ag,SUMO Mot1 rescue,Tat transport,Ecoli viability,PKA-R2B act,phage Ecoli inh,OPRM1-OPRD1 ag,HTR5A inv ag,AddAB inh,PfHsp90 yeast 2,PKA-R1A act
O=[N+]([O-])c1cccc(S(=O)(=O)NCCc2cccs2)c1,-15,-11,7,-0.4,-7,3.0,1.9,-27,5.9,-1,9
O=C1NC(=S)N/C1=C\c1cccc([N+](=O)[O-])c1,-6,-11,28,-1.7,7,0.5,1.0,-1,0.4,6,-1
Cc1cc2ccccn2c1C(=O)c1cccc(F)c1,-23,-2,1,-0.1,-10,2.0,4.3,13,2.7,14,0
CSc1nnc2c3ccccc3n(CCc3ccccc3)c2n1,4,·,-7,0.9,-3,0.3,-0.7,6,1.3,1,-15
CCN(CCNC(=O)C1CCN(S(=O)(=O)c2cccc3nsnc23)CC1)c1ccccc1,16,267,-6,-1.6,-6,1.3,-3.0,13,1.6,-17,-6
CCC(=S)/C=C1\Sc2ccccc2N1CCCS(=O)(=O)O,20,-2,0,0.5,11,-0.9,-3.3,13,1.2,-36,16
C[C@H]1C[C@H]2[C@@H]3CCC4=CC(=O)C=C[C@]4(C)[C@@]3(Cl)[C@@H](O)C[C@]2(C)[C@@]1(O)C(=O)CO,6,2&-7,-5,-1.0,13,1.5,-1.1,8,1.6,10,-4
CN(C(=O)C1CCN(S(=O)(=O)c2cccs2)CC1)c1ccccc1,10,-33,1,-0.3,1,0.6,-1.9,-5,-0.8,11,-18
Cc1csc2ncnc(N3CCN(C(=O)Nc4ccc(OC(F)(F)F)cc4)CC3)c12,-16,27,2,5.9,-9,-1.8,3.2,-29,2.3,-4,6
COc1ccc2nc(NC(=S)NC(=O)c3ccco3)sc2c1,7,-3,5,-1.1,-5,2.3,-1.0,0,0.5,-3,-8
CCN(CC)CCn1c(NCc2nc3ccccc3n2Cc2ccccc2)nc2ccccc21,·,-16,10,0.6,4,0.2,·,·,-0.3,12,-5
CCn1c(SCC(=O)Nc2cccc(NC(C)=O)c2)nnc1-c1ccco1,-2,8,-2,0.4,5,1.0,0.3,-11,3.6,-13,7

# From PubChem BioAssay
